hERG protect: compounds protecting human hERG from proarrhythmic drug block. Q12809. CHO-hERG, FluxOR thallium flux, dofetilide IC70 present. activation (rescue from dofetilide block), less the hit threshold, % at 10 µM. 0.51% of 310,000 active. AID 1511;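 active = activation above the mean of controls blocked by dofetilide plus 5 SD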;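 also: thallium influx through hERG after potassium depolarization seen as dye fluorescence rise; in these data hits start at about 4.7%; inactives centre near -7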
HDAC3 inh: blocks human histone deacetylase 3. inhibition, % at 8.3 µM. 0.15% of 320,000 active. recombinant HDAC3, fluorogenic peptide/trypsin coupled, fluorescence. O15379; in the data active = inhibition above about 26%, passing the limit was not always enough; inconclusive = no clear call, values can overlap the other calls
KCNK9 inh: inhibitors of human KCNK9 two-pore domain potassium channel; AID 488922; HEK293 KCNK9, FluxOR thallium flux fluorescence; hits give low values; 1.2% of 310,000 active; B-score at 10 µM;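 active = ratio B-score over 3 SD below the library mean, with starting fluorescence within 5 SD of its mean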;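 also: negative B-score means less thallium flux so channel inhibition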
Target sequence (Q9NPC2 whole entry, looked up, the tested form may be a part): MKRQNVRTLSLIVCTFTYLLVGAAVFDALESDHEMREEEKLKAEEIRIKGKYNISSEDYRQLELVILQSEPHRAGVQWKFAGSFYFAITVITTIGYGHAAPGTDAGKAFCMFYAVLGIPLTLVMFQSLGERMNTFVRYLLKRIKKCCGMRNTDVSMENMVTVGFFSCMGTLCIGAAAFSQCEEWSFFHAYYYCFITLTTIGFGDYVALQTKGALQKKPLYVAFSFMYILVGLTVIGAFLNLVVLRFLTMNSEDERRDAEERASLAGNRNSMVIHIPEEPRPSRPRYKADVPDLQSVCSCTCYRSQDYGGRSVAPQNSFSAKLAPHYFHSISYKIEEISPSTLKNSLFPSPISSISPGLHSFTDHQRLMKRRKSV
KCNQ1 act: potentiators or activators of human KCNQ1 potassium channel; B-score at 10 µM; 0.35% of 310,000 active; CHO-K1 KCNQ1, thallium flux FluxOR fluorescence; hits give high values; AID 2648;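 active = fluorescence ratio B-score, a plate-corrected score, at least three library SD, with initial intensity B-score within 5 SD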
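Test system: CHO-K1 cells stably expressing KCNQ1 / Medium: assay buffer / Also added: depolarizing K+/Tl+ stimulus, K2SO4 and Tl2SO4 each 12.5 mM in 5x stock / Incubation: 90 min dye loading and 20 min compound exposure, both at room temperature / Signal: thallium influx via FluxOR fluorescence, kinetic imaging / Evaluation: B score of baseline-normalized fluorescence ratio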
PolyA inh: inhibitors of polyadenylation in S. cerevisiae. S. cerevisiae SKY197-pL101 polyadenylation reporter, beta-gal luminescence; efflux-impaired pdr1/pdr3 knockout yeast; score 100 = 6 SD above DMSO. calls only at 12 µM. 0.02% of 300,000 active;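 active = lowest replicate activity score at least 50, where 100 means six control SD above control mean; inconclusive = lowest score under 50 but half or more replicates reach 50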;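 also: yeast exposed to compound for 9 h at 30 °C; higher score means more reporter readthrough which indicates perturbed polyadenylation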
GSK3 alpha inh: human GSK-3 alpha kinase inhibition; ADP-Glo luminescence, 60 min; inhibition, % at 10 µM; P49840; AID 2650; 0.1% of 320,000 active;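 in the data active = inhibition above about 50%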;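 also: GST-tagged GSK-3 alpha with peptide substrate and 25 µM ATP; 0% = DMSO neutral wells and 100% = GW8510 positive control wells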
KCNQ1 block: blocks the human KCNQ1 potassium channel | P51787 | CHO-K1 KCNQ1, FluxOR thallium flux fluorescence; hits give high values | B-score at 10 µM | 1.3% of 310,000 active | AID 2642;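 active = compounds whose thallium flux B-score, printed positive for inhibition, exceeds three library SD while starting fluorescence stays within three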;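 also: channel opened by potassium depolarization with thallium stimulus after 20 min compound exposure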
DYRK1A inh: Dyrk1A (rat) kinase inhibition; AID 504441; Q63470; 0.43% of 310,000 active; inhibition, % at 12.5 µM; ADP-Glo luminescence, NFATc1 peptide; in the data active = inhibition above about 50%;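 also: plate controls were vehicle with enzyme for no effect and no enzyme for full effect; many of its hits are not listed in these tables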
KCNK3 block: human KCNK3 channel inhibition, primary screen | 0.84% of 340,000 active | O14649 | CHO-KCNK3 thallium flux, FluxOR fluorescence; hits give low values | B-score at 10 µM | AID 602410;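 active = B-score under library mean minus 4 SD, starting fluorescence ratio at most library mean plus 5 SD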;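 also: more negative B-score means stronger inhibition of thallium flux through KCNK3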
Target sequence (O14649 whole entry, looked up): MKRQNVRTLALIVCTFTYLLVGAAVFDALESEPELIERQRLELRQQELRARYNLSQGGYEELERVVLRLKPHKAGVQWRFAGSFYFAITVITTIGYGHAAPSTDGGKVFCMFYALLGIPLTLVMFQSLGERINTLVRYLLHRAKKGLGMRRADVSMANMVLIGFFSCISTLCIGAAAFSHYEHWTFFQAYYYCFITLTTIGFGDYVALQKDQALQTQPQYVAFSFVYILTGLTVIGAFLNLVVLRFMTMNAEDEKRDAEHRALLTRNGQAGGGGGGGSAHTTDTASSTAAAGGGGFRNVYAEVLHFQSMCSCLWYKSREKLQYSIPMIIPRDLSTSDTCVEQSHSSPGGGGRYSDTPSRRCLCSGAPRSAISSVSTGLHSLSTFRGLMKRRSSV
RGS4 pot: potentiators or activators of RGS4; B-score at 10 µM; AID 463111; HEK293 M3R/inducible RGS4, carbachol calcium flux Fluo4; hits give low values; 0.92% of 310,000 active;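 active = B-score of the integrated calcium signal more than 4 SD below the library mean, with starting fluorescence not abnormally high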;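 also: negative B-score means reduced calcium response which marks RGS4 activation or potentiation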
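Reagent: ECmax carbachol challenge; Test system: M3R-expressing HEK293 line, RGS4 induced by doxycycline; Schedule: overnight RGS4 induction, 30 min dye load 37 °C, 20 min compound RT; Detection: calcium dye Fluo4 fluorescence; Read-out: Agonist-evoked peak-minus-minimum fluorescence over baseline, integrated ratio, B score.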
GSK3B inh: human GSK3beta kinase inhibition. P49841. GST-GSK3beta kinase, ADP-Glo luminescence, 60 min; hits give low values. activity score (negative = inhibition), % at 10 µM. 0.038% of 300,000 active. AID 2097;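 active = more than half of replicate wells score below -50%, meaning over 50% inhibition versus plate controls; inconclusive = some replicates but at most half score below -50%; inactive = no replicate scores below -50%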;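 also: 0% = median DMSO wells and -100% = median GW8510 positive control wells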
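Test system: GST-tagged human GSK3beta kinase, cell-free; evaluation: activity score scaled between in-plate DMSO and GW8510 controls; measured by: ADP-Glo luminescence; incubation: 60 min reaction, RT; benchmarks: DMSO and 20 µM GW8510; reagent: peptide substrate plus 25 µM ATP (final); medium: Tris/MgCl2 kinase buffer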
An asterisk follows results filed as active; i = inactive; ? = inconclusive; · = not tested or not shown. Only part of the results is shown; the hit share may differ from the screen's.

SMILES | hERG protect | HDAC3 inh | KCNK9 inh | KCNQ1 act | PolyA inh | GSK3 alpha inh | KCNQ1 block | DYRK1A inh | KCNK3 block | RGS4 pot | GSK3B inh
Cc1ccc(C(=O)Nc2ccc(Cl)cn2)cc1S(=O)(=O)N1CCOCC1 | -4 | 6 | i | i | i | 1 | i | 30 | i | i | 2
CC(C)CN(C(=O)COC(=O)CNC(=O)c1ccccc1F)C1CCS(=O)(=O)C1 (stereo unspecified) | -9 | -2 | i | i | i | -2 | i | -9 | i | i | -1
O=C(NC1=NCCS1)c1sc2cc(Cl)cc(Cl)c2c1Cl | -5 | -1 | i | i | i | -4 | i | -4 | i | i | -2
OCCCn1c(C(CO)Nc2nc(-c3ccc(Cl)cc3)cs2)nc2ccccc21 (stereo unspecified) | -11 | -3 | i | i | i | 1 | i | 1 | i | i | 1
CC(C)C(NC(=O)OCc1ccccc1)C(=O)OCC(=O)N1CCCCC1 (stereo unspecified) | -11 | -7 | i | i | i | 1 | i | -7 | i | i | 1
Cc1cc(C(=O)CN2C(=O)c3ccccc3C2=O)c(C)n1Cc1cccs1 | -7 | -4 | i | i | i | -2 | i | 0 | i | i | 2
COc1ccc2oc(C(=O)N(C)Cc3ccc4c(c3)OCCO4)c(C)c2c1 | -15 | 9 | i | i | i | -3 | i | 14 | i | i | 1
Cc1cc(C)cc(N(CCC#N)C(=O)CSc2nc3nc(C)cc(C)n3n2)c1 | -13 | -6 | i | i | i | 0 | i | -1 | i | i | 0
CC(C)(C)OC(=O)NCc1nc(N)n[nH]1 | -4 | 0 | i | i | i | -2 | i | 10 | i | i | 2
O=[N+]([O-])c1ccccc1S(=O)(=O)Nc1cccnc1 | -9 | -7 | i | i | i | 0 | i | 13 | i | i | 3
CCOC(=O)/C(C#N)=C/c1cccc(C)c1 | -7 | -4 | i | i | i | 8 | i | -3 | i | i | -2
Cc1cc(-c2n[nH]c(=S)n2/N=C/C(Cl)=C/c2ccccc2)n[nH]1 | -6 | 8 | i | i | i | -1 | i | 2 | i | i | 4
CCOC(=O)C1CCN(S(=O)(=O)c2c(C)[nH]c(C)c2C(=O)N2CCCCC2)CC1 | -5 | 1 | i | i | i | 0 | i | -3 | i | i | 4
C[C@@H]1CN(Cc2nc(Cc3ccccc3F)no2)C[C@H](C)O1 | -5 | -7 | i | i | i | 1 | i | 3 | i | i | 4
COC(=O)c1ccccc1NC(=O)c1ccc(NC(=O)C2CCCO2)cc1 (stereo unspecified) | -2 | -4 | i | i | i | 3 | i | · | i | i | 3

The closing two compounds of the part above come first, to join the parts:
SMILES | hERG protect | HDAC3 inh | KCNK9 inh | KCNQ1 act | PolyA inh | GSK3 alpha inh | KCNQ1 block | DYRK1A inh | KCNK3 block | RGS4 pot | GSK3B inh
C[C@@H]1CN(Cc2nc(Cc3ccccc3F)no2)C[C@H](C)O1 | -5 | -7 | i | i | i | 1 | i | 3 | i | i | 4
COC(=O)c1ccccc1NC(=O)c1ccc(NC(=O)C2CCCO2)cc1 (stereo unspecified) | -2 | -4 | i | i | i | 3 | i | · | i | i | 3
O=C(Nc1ccc(NC(=O)c2ccco2)nc1)c1ccco1 | -10 | -7 | i | i | i | -6 | i | 3 | i | i | 1
Cn1cc(C(=O)c2ccc(Cl)cc2Cl)cc1C(=O)N/N=C(\N)COc1cccc(C(F)(F)F)c1 | -9 | 1 | i | i | i | 1 | i | -4 | i | i | -1
CCOC(=O)c1cc2c(n(-c3ccc(C)cc3)c1=O)CCCC2=O | -6 | 11 | i | i | i | -2 | i | -9 | i | i | -1
COC(=O)c1cccc(NS(C)(=O)=O)c1C | -12 | 2 | i | i | i | -2 | i | 0 | i | i | 0
COc1ccc(C(=O)Nc2cc(C(F)(F)F)ccc2-n2cnc3ccccc32)cc1 | -5 | · | i | i | i | · | i | 1 | i | i | -3
CC(=O)Nc1cccc(Oc2ncnc3scc(-c4ccc(C(C)C)cc4)c23)c1 | -27 | 9 | i | i | i | -2 | i | 1 | i | i | 2
CCN1CCN(C(=O)CN(C)S(=O)(=O)c2cc(C)ccc2OC)CC1 | -2 | -4 | i | i | i | 6 | i | -3 | i | i | 0
COc1ccc(-c2cc(C)no2)cc1S(=O)(=O)N1CCCN(Cc2ccc(F)cc2)C1 | -9 | -2 | i | i | i | · | i | 5 | i | i | 1
Cc1cccc(C)c1OCCCCn1cnc2ccccc2c1=O | -8 | 0 | i | i | i | 3 | i | 8 | i | i | 2
CCOC(=O)c1cc(-c2nnc(-c3ccc(Cl)cc3)o2)c(C)nc1C | -5 | -11 | i | i | i | 1 | i | 12 | i | i | 0
COc1cc(C(=O)Nc2cccc(-c3nc4ncccc4o3)c2C)cc(OC)c1OC | -2 | -2 | i | i | i | 0 | i | -6 | i | i | -28
COc1nc(N(C)C)nc(N(C)c2cc(Cl)cc(Cl)c2)n1 | -11 | ? | i | i | i | -5 | i | 2 | i | i | 5
O=C(NCc1ccncc1)Nc1cccc(Cl)c1 | -4 | -6 | i | i | i | 1 | i | -1 | i | i | -3
CCOC(=O)C1=C(COC(=O)CCOc2cccc(C)c2)NC(=O)NC1C (stereo unspecified) | -16 | -2 | i | i | i | -1 | i | · | i | i | 4
COc1cc(/C=N/NC(N)=S)cc(Br)c1OCc1ccccc1F | -11 | -1 | i | i | i | 0 | i | · | i | i | 1
N#Cc1ccc(CN2C(=O)NC3(CCCCCC3)C2=O)cc1 | -4 | 2 | i | i | i | 4 | i | -7 | i | i | -1
CCCS(=O)(=O)Nc1cc(C(F)(F)F)ccc1OCCOC | -14 | 5 | i | i | i | 0 | i | 6 | i | i | 0
COc1ccc(C)c2sc(N3CCCC3)nc12 | -5 | -1 | i | i | i | -1 | i | 9 | i | i | 1
CCSc1nnc(NC(=O)CCc2ccccc2)s1 | -1 | 1 | i | i | i | 1 | i | -8 | i | i | -1
CC(=O)NNC(=O)CSc1nnc(-c2ccccc2)c(-c2ccccc2)n1 | -5 | 4 | i | i | · | 3 | i | 3 | i | i | 0
CCOC(=O)CNC(=O)CSc1ccc2nnc(-c3ccc(F)cc3)n2n1 | -14 | -2 | i | i | i | 7 | i | · | i | i | -2
COc1ccc(CC(=O)NNC(=O)CSc2ccc(C)cc2)cc1 | -12 | 0 | i | i | i | -3 | i | 2 | i | i | 1
CC1CCN(C(=O)Cn2nc(C(F)(F)F)c3c2CCCC3)CC1 | -12 | 8 | i | i | · | -2 | i | -5 | i | i | 2
CC1CN(c2ccc(Oc3ccccc3)cc2)c2nc3c(c(=O)[nH]c(=O)n3C)n2C1 (stereo unspecified) | -6 | · | i | i | i | · | i | 2 | i | i | -4
Cc1ccc(C)n1-n1cnc2scc(-c3cccs3)c2c1=O | -3 | 4 | i | i | i | 2 | i | 5 | i | i | 1
Cc1n[nH]c(C)c1CN(C)C(=O)c1cc(COc2ccc(F)c(F)c2)on1 | -13 | 8 | i | i | i | 0 | i | -3 | i | i | -2
Cc1noc(C)c1S(=O)(=O)N1CCC(C(=O)NCCc2ccc(S(N)(=O)=O)cc2)CC1 | -5 | 3 | i | i | i | -5 | i | -5 | i | i | -2
Cc1ccc(N=C2SCCCN2C(=O)c2ccco2)cc1Cl | -6 | -11 | i | i | i | -1 | i | -6 | i | i | 4
COc1ccc(CNS(=O)(=O)c2ccc3c(c2)NC(=O)C(C)S3)cc1 (stereo unspecified) | -3 | 2 | i | i | i | -2 | i | 0 | i | i | 1
CCc1ccc(CCC(=O)Nc2ncc(Cc3ccccc3Cl)s2)o1 | -8 | · | i | i | i | 0 | i | -1 | i | i | -2
CC(C)(C)c1ccc(C(=O)NN2CCOCC2)cc1 | -5 | 9 | i | i | i | 2 | i | -5 | i | i | 1
Cc1cccc(NC(=O)CSc2nnc(-c3ccccc3)n2N)c1C | -12 | -3 | i | i | i | 1 | i | -2 | i | i | 2
O=C(NCc1ccco1)c1cccnc1-c1nc2ccccc2s1 | -13 | 7 | i | i | i | 6 | i | -1 | i | i | 1
O=C(COC(=O)c1c(F)cccc1F)c1ccc[nH]1 | -9 | · | i | i | i | 2 | i | · | · | i | 0
FC(F)Oc1ccccc1C1CC(c2ccc(Br)s2)Nc2ncnn21 (stereo unspecified) | -7 | -2 | i | i | i | 2 | i | 0 | i | i | 2
Cc1cc(C)c2nc(C)cc(N/N=C/c3ccc(O)cc3)c2c1 | -36 | -4 | -15* | i | i | 8 | 10* | 9 | -12* | -7.4* | 1
O=C(Cn1c(C(F)(F)F)nc2ccccc21)Nc1ccccc1C(=O)O | -5 | -4 | i | i | i | -2 | i | 1 | i | i | 1
CN(c1ccccc1)c1nc(N)c(C#N)c(CC#N)c1C#N | -4 | 11 | i | i | i | 2 | i | -7 | i | i | -1
NC(=O)[C@@H]1CC2(CC(c3cccc(NC(=O)COc4ccc(Cl)cc4)c3)=NO2)CN1C(=O)c1ccccc1 (stereo partly specified) | -8 | 16 | i | i | i | -3 | i | -1 | i | i | 0
COc1cc(CCC(=O)OCC(=O)Nc2ccccc2C(C)C)cc(OC)c1OC | -8 | -10 | i | i | i | 0 | i | 0 | i | i | -1
COCCCN(C(=S)Nc1cc(Cl)cc(Cl)c1)C(C)c1ccncc1 (stereo unspecified) | -8 | 5 | i | i | i | -2 | i | -4 | i | i | 0
Cc1cccc(C)c1NC(=O)NC1(C(=O)N2CCOCC2)CCCCC1 | -14 | 4 | i | i | i | 1 | i | -8 | i | i | -24
COc1ccc(CCNC(=O)COc2cc(=O)n(C)c3ccccc23)cc1OC | -10 | · | i | i | i | -1 | i | -4 | i | i | 5
NS(=O)(=O)c1cc(C(=O)OCC(=O)c2ccccc2)c(Cl)cc1Cl | -3 | -3 | i | i | i | -2 | i | 7 | i | i | 0
Cc1cc(C)c(C#N)c(SCC(=O)Nc2ccc3c(c2)OCO3)n1 | -10 | 1 | i | i | i | -2 | i | 2 | i | i | 0
